All columns: NCI-60 one-dose screen, growth in % after 48 h at 10 µM unless noted; 100 = growth as untreated, 0 = no growth, -100 = all killed.
SR = SR leukemia cells; 73,000 tested, 8.7% active; AID 1794780
MDA-MB-435 = MDA-MB-435 melanoma. AID 1794794. 82,000 tested, 7.8% active
RPMI-8226 = RPMI-8226 leukemia cells. AID 1794781. 77,000 tested, 7.5% active
MOLT-4 = MOLT-4 leukemia cells; 80,000 tested, 6.9% active
MCF7 = MCF7 breast cancer | AID 1794796 | 82,000 tested, 6.3% active
MDA-MB-468 = MDA-MB-468 breast cancer. 78,000 tested, 8.5% active
MDA-MB-231 = MDA-MB-231 breast cancer; 81,000 tested, 5% active; AID 1794789
K-562 = K-562 leukemia; 78,000 tested, 7.4% active
* marks the source's active call; other numbers are inactive results; . = no result given; & = joins results of further samples. How the source made its calls: active means growth percent below 10; inactive means the rest.

SMILES | SR | MDA-MB-435 | RPMI-8226 | MOLT-4 | MCF7 | MDA-MB-468 | MDA-MB-231 | K-562
CCCCCCNC(=O)/C(=C/c1ccc(OC)cc1)NC(=O)c1ccccc1 | 88.8 | 106.6 | 92.0 | 95.3 | 97.3 | 104.5 | 95.7 | 99.9
COc1cc(/C=N/Nc2nc(-c3cc(O)c(C)c(C)c3O)cs2)ccc1O | 109.2 | 114.6 | 106.8 | 103.0 | 96.0 | 101.8 | 93.9 | 95.4
CC(=O)c1ccccc1NC(=O)C(C)(c1ccccc1)c1ccccc1 | 65.9 | 98.6 | 57.3 | 62.0 | 101.8 | . | 88.8 | 72.5
CCn1c(=O)c2ncnnc2n(CC)c1=O | . | 112.7 | 98.2 | 111.7 | 115.2 | 100.0 | 114.7 | 115.1
CN(C)COC(=S)SC(=O)Oc1ccc(Cl)cc1 | 88.8 | 107.2 | 94.8 | 96.1 | 100.8 | 100.2 | 99.6 | 93.7
N#CCCOCNC(=O)NCOCCC#N | 96.6 | 114.4 | 107.6 | 92.7 | 93.0 | 96.0 | 107.9 | 100.4
O=C(Nc1cccc(C(F)(F)F)c1)c1cc(-c2ccc(F)cc2F)ccc1O | 24.0 | 4.2* | -10.3* | 4.4* | 2.4* | -5.0* | 3.1* | 11.1
CC(=O)N1N=C(c2cccc(Nc3ccncc3)c2)CC1c1ccc2c(c1)OCO2 (stereo not given) | 31.5 | 35.1 | 78.3 | 77.7 | 71.4 | 85.5 | 86.9 | 27.4
CCOC(=O)NNC(=S)Nc1sc2c(c1C(=O)OCC)CCN(C(=O)OCC)C2 | 100.8 | 105.2 | 103.9 | 102.1 | 98.1 | 113.5 | 99.3 | 105.7
CC(C)=CC/C=C(/C)[C@H]1CC[C@]2(C)[C@@H]1CC[C@@H]1[C@@]3(C)C/C(=C/c4ccc(Br)cc4)C(=O)C(C)(C)[C@@H]3CC[C@]12C | . | 98.4 | 87.2 | 87.3 | 86.8 | 97.1 | 94.2 | 84.5
O=C(Nc1cccc([N+](=O)[O-])c1)c1ccc(C(=O)Nc2cccc([N+](=O)[O-])c2)cc1 | 109.4 | 108.4 | 102.4 | 107.8 | 97.2 | 103.8 | 100.6 | 104.1
CC1(C)CC(=O)C2=C(C1)OC(N)=C(C#N)C2c1cc2ccccc2n2nnnc12 (stereo not given) | 89.7 | 100.4 | 96.2 | 86.6 | 90.1 | 106.5 | 102.5 | 88.1
O=C1c2ccccc2C2=Cc3ccccc3C(O)N12 (stereo not given) | 98.7 | 102.0 | 107.2 | 97.9 | 89.9 | . | 113.0 | 108.9
CCN1[C@@H]2CC[C@H]1/C(=C\c1cc(OC)ccc1OC)C1=C2[C@@H](c2cc(OC)ccc2OC)C(C#N)=C(N)O1 | 71.7 | 105.2 | 73.3 | 76.5 | 99.3 | 94.1 | 105.7 | 87.4
Cn1cc(-c2nn3c(=O)cc(-c4ccsc4)nc3s2)c2ccccc21 | 98.0 | 96.3 | 98.3 | 103.6 | 87.1 | 109.2 | 100.7 | 97.4
CC(C)Oc1ccc(/C(O)=C2\C(=O)C(=O)N(c3nccs3)C2c2ccc(F)cc2)cc1 (stereo not given) | 57.3 | 103.2 | 94.3 | 63.1 | 101.9 | . | 114.5 | 92.2
COc1ccc(/C=C/c2nc(Nc3cccc(NC(=O)Nc4ccc(Cl)cc4)c3)c3ccccc3n2)cc1 | 89.9 | 99.9 | 93.5 | 96.8 | 93.6 | 99.7 | 93.9 | 94.3
C/C(=C(\c1ccc(OCCN2CCCCCC2)cc1)c1ccc(OC(=O)C2CCCCC2)cc1)c1ccc(Cl)cc1 | 13.6 | 90.1 | 58.5 | 77.5 | 37.9 | 81.4 | 99.4 | 16.6
Cc1ccccc1S(=O)(=O)O | 91.9 | 95.4 | 113.3 | 113.8 | 84.0 | 103.6 | 105.6 | 110.9
COc1ccc2cc(-c3ccnc4c(N=Nc5ccc(C)cc5)c(-c5ccccc5)nn34)ccc2c1 | 61.9 | 95.7 | 89.7 | 79.1 | 80.4 | 103.0 | 88.5 | 72.6
COc1cc(-c2nc(N=Nc3c(O)[nH]c4ccc(Br)cc34)[nH]c(=O)c2C#N)cc(OC)c1OC | 88.2 | 102.1 | 98.2 | 96.2 | 99.7 | 102.8 | 93.9 | 90.9
c1ccc2c(-c3nn4cc(-c5ccncc5)nc4s3)c[nH]c2c1 | . | 79.9 | 63.7 | . | 28.1 | 60.4 | 85.7 | .
O=C(NCCc1ccccn1)C(O)C(Cc1ccccc1)N(Cc1ccccc1)Cc1ccccc1 (stereo not given) | 72.6 | 87.0 | 56.8 | 60.8 | 57.6 | 75.3 | 83.5 | 65.1
CCC(C)OC(=O)/C=C\C(=O)NC(N)=O (stereo not given) | 84.8 | 88.7 | 86.7 | 78.5 | 86.2 | 62.7 | 102.9 | 106.2
CCCN=Cc1ccccc1 | 116.0 | 112.9 | 92.5 | 101.3 | 101.3 | 91.8 | 98.7 | 102.9

Exported tab-delimited: entries from further up
smiles	SR	MDA-MB-435	RPMI-8226	MOLT-4	MCF7	MDA-MB-468	MDA-MB-231	K-562
CCCCCCNC(=O)/C(=C/c1ccc(OC)cc1)NC(=O)c1ccccc1	88.8	106.6	92.0	95.3	97.3	104.5	95.7	99.9
COc1cc(/C=N/Nc2nc(-c3cc(O)c(C)c(C)c3O)cs2)ccc1O	109.2	114.6	106.8	103.0	96.0	101.8	93.9	95.4
CC(=O)c1ccccc1NC(=O)C(C)(c1ccccc1)c1ccccc1	65.9	98.6	57.3	62.0	101.8	.	88.8	72.5
CCn1c(=O)c2ncnnc2n(CC)c1=O	.	112.7	98.2	111.7	115.2	100.0	114.7	115.1
CN(C)COC(=S)SC(=O)Oc1ccc(Cl)cc1	88.8	107.2	94.8	96.1	100.8	100.2	99.6	93.7
N#CCCOCNC(=O)NCOCCC#N	96.6	114.4	107.6	92.7	93.0	96.0	107.9	100.4
O=C(Nc1cccc(C(F)(F)F)c1)c1cc(-c2ccc(F)cc2F)ccc1O	24.0	4.2*	-10.3*	4.4*	2.4*	-5.0*	3.1*	11.1
CC(=O)N1N=C(c2cccc(Nc3ccncc3)c2)CC1c1ccc2c(c1)OCO2 (stereo not given)	31.5	35.1	78.3	77.7	71.4	85.5	86.9	27.4
CCOC(=O)NNC(=S)Nc1sc2c(c1C(=O)OCC)CCN(C(=O)OCC)C2	100.8	105.2	103.9	102.1	98.1	113.5	99.3	105.7

Remaining list, next part
SMILES | SR | MDA-MB-435 | RPMI-8226 | MOLT-4 | MCF7 | MDA-MB-468 | MDA-MB-231 | K-562
Nc1[nH]c(=S)nc2oc(-c3ccccc3)c(-c3ccccc3)c12 | 93.8 | 104.0 | 99.8 | 107.2 | 96.6 | 98.8 | 103.1 | 95.2
O=S(=O)(Oc1ccc(-c2ccc3sccc3c2)cc1)c1ccccc1 | 105.2 | 97.5 | 107.4 | 91.7 | 77.5 | 85.2 | 97.3 | 89.6
CSC1=Nc2c(c(C)c(C)n2CCCC(=O)NCCc2cnc[nH]2)C2=NC(=O)CN12 | 126.1 | 116.5 | 86.7 | 96.8 | 94.0 | 88.7 | 110.5 | 99.7
c1ccc2c([C@@H]3CCCCCC[C@H](c4c[nH]c5ccccc45)c4c3[nH]c3ccccc43)c[nH]c2c1 | 85.2 | 106.0 | 81.2 | 91.8 | 61.7 | 102.3 | 67.3 | 114.5
OCc1ccc(Cl)c(Cl)c1 | 99.8 | 103.1 | 97.6 | 98.3 | 108.8 | 102.7 | 96.8 | 90.9
Oc1ccc2c(c1)CCCC2 | 86.0 | 110.5 | 68.9 | 94.3 | 96.4 | 121.4 | 94.5 | 94.0
C1CCC2=NCCCN2CC1 | 89.2 | 118.0 | 109.7 | 98.7 | 99.5 | 100.1 | 85.8 | 102.4
c1ccc(-c2ccc3c(c2)C2(CCNCC2)CN3)cc1 | 96.0 | 105.6 | 97.5 | 85.7 | 80.2 | 106.4 | 85.1 | 90.0
COc1ccc(N2C(=O)C(OC)C2c2ccc(C)cc2)cc1 (stereo not given) | . | 105.2 | 107.6 | 129.5 | 99.1 | 117.5 | 111.2 | 108.2
O=C(NCCN1CCOCC1)c1cncnc1Nc1ccc(OCc2cccc(F)c2)c(Cl)c1 | 79.2 | 95.9 | 85.0 | 76.8 | 107.8 | 60.9 | 60.5 | 79.6
COc1ccc(S(=O)(=O)N2CCN(c3nccc(-c4c(-c5cccc(F)c5)nc5sccn45)n3)CC2)cc1 | 71.3 | 85.6 | . | 60.0 | 72.5 | 76.9 | 87.4 | 73.5
O=C(Nc1cc(Cl)ccc1Cl)c1ccc(Cl)cc1Cl | . | 84.5 | 99.0 | 106.1 | 94.7 | . | 94.1 | 98.3
c1ccc(-c2oc3ncn4nc(-c5ccncc5)nc4c3c2-c2ccccc2)cc1 | . | 102.9 | 89.3 | 87.5 | 110.0 | 101.4 | 93.7 | 85.2
C[C@@H]1C(=O)N(C[C@@H](Cc2ccccc2)NC(=O)OCc2ccccc2)[C@]1(Cc1ccccc1)C(=O)OCc1ccccc1 | 16.6 | 48.3 | 19.6 | 6.4* | 27.0 | 26.1 | 41.9 | 36.5
Cn1ccc(=O)c2cc([N+](=O)[O-])ccc21 | 131.5 | 109.5 | 101.9 | 101.0 | 99.1 | . | 105.0 | 114.8
N#CN1C2CCC1CC(O)(c1ccccc1)C2 (stereo not given) | . | 97.7 | 98.3 | 98.7 | 102.6 | 93.9 | 101.3 | 95.9
O=C(N/N=C/c1ccc(O)c(O)c1)c1ccccc1 | 86.4 | 81.7 | 91.9 | 72.7 | 83.9 | 74.5 | 78.6 | 92.0
S=C(NCCCN1CCOCC1)NN=C1c2ccccc2-c2ccccc21 | 76.6 | 101.9 | 85.3 | 82.7 | 90.0 | 78.1 | 81.3 | 68.4
COc1cc(/C=C(\C#N)C(=O)Nc2sc3c(c2C#N)CCCC3)ccc1OCc1ccccc1 | 99.2 | 102.2 | 106.5 | 95.1 | 86.1 | 116.9 | 99.3 | 90.2
N#Cc1c(N)nc2c(c1N)C(c1cccc([N+](=O)[O-])c1)C1=C(CCCC1=O)N2c1sc2c(c1C#N)CCCC2 (stereo not given) | 100.0 | 111.7 | 100.5 | 96.4 | 93.0 | 102.0 | 100.9 | 103.6
COc1cc2c(=O)n(N3C(=O)C=NC3=O)c3cnc(-c4ccccc4)n3c2cc1OC | 78.8 | 109.7 | 102.6 | 93.3 | 89.4 | 98.5 | 112.7 | 87.9
COc1ccc2c(CCNC(=O)c3nnn(-c4ccccc4)c3C)c[nH]c2c1 | 90.5 | 110.8 | 86.0 | 91.4 | 98.0 | 96.0 | 110.8 | 88.2
O=C1/C(=C/C2=Cc3ccccc3OC2)SC(=S)N1Nc1ccccc1 | 69.2 | 36.3 | 49.2 | 64.0 | 47.0 | 46.4 | 74.0 | 37.7
COc1nc2ccc(OCc3ccccc3)cc2cc1-c1nc2c(cnn2-c2ccccc2)c(=O)[nH]1 | 119.4 | 101.1 | 106.3 | 102.4 | 91.7 | 110.8 | 101.2 | 96.8
OCc1cc(CN2CCC(N3CCCCC3)CC2)c(O)c2ncccc12 | . | 89.4 | 71.2 | . | 47.4 | 74.6 | 44.5 | .

Other entries.
SMILES | SR | MDA-MB-435 | RPMI-8226 | MOLT-4 | MCF7 | MDA-MB-468 | MDA-MB-231 | K-562
CCOC(=O)C(CCCCC(NC(C)=O)(C(=O)OCC)C(=O)OCC)(NC(C)=O)C(=O)OCC | 99.8 | 103.6 | 103.4 | 108.9 | 98.3 | 106.7 | 111.4 | 107.5
O=c1[nH]c2ccccc2cc1-c1nc2ccc(Cl)cc2[nH]1 | 8.4* | 32.5 | -38.5* | -19.7* | 23.8 | 60.7 | 44.9 | 13.7
CC1=C2[C@@H](CC1)[C@]1(C)O[C@@](C3CCCCC3)(C[C@H]1O)[C@H]2OC(=O)/C=C/c1ccccc1 | 77.9 | 97.0 | 74.6 | 62.4 | 71.2 | 87.8 | 82.5 | 83.6
Clc1ccc(CCC(Cn2ccnc2)Sc2c(Cl)cccc2Cl)cc1 (stereo not given) | . | 53.9 | 25.2 | 34.6 | . | 36.9 | 55.5 | 30.5
CC(=O)OCOC1C(COC(C)=O)OCOC(COC(C)=O)C1OCOC(C)=O (stereo not given) | 107.3 | 107.0 | 100.4 | 100.9 | 98.2 | 88.5 | 90.1 | 107.8
O=C1c2cccc([N+](=O)[O-])c2C(=O)N1c1ccc([N+](=O)[O-])cc1 | 103.4 | 114.6 | 101.8 | 99.0 | 92.8 | 107.3 | 102.1 | 99.5
COc1ccc(C(=O)NC(=O)Nc2ccc3c(c2)NC(=O)/C3=C\c2[nH]c(C)c(CCC(=O)O)c2C)c(F)c1 | 18.8 | 53.8 | 13.0 | 54.6 | 45.3 | 59.7 | 71.5 | 23.9
CCN(CC)CCOC(=O)c1ccccc1 | 83.5&103.5 | 102.3&100.1 | 106.0 | 101.1&108.1 | 93.0&101.6 | 91.4&113.8 | 96.7&98.4 | 116.9&116.7
COc1ccc(-c2nnc(SCC(=O)Nc3ccc(C(=O)/C=C/c4ccccc4)cc3)n2-c2ccccc2)cc1OC | 57.5 | 86.1 | 23.4 | 59.7 | 36.4 | 94.8 | 73.4 | 37.2
CNC(=O)c1nn(C)c(=O)[nH]c1=O | 84.2 | 125.9 | 93.9 | 96.3 | 109.9 | 96.2 | 97.4 | 92.7
